Source: PubChem (several laboratories)
GPR7 antagonist – antagonists of human GPR7 (neuropeptides B/W receptor 1) | GPR7-expressing cells, fluorescence antagonist assay | inhibition, % at 4.4 µM | actives 1.1% (n = 290,000) | AID 1861; in the data active = inhibition above about 16%, passing the limit was not always enough;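 note: cells stimulated with the agonist NPW; 0% = agonist with vehicle and 100% = vehicle without agonist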
Target sequence (P48145 whole entry, looked up): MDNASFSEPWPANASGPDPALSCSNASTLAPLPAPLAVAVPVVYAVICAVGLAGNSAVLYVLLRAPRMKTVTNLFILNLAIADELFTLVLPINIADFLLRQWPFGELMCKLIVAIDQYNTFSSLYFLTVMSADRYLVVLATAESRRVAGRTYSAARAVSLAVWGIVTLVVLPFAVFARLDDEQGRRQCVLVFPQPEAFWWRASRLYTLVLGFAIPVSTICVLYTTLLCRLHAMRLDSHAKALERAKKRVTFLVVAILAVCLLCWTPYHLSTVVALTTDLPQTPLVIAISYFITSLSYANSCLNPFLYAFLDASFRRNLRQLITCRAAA
NALP1 inh – blocks the NALP1 inflammasome reconstituted in yeast; AID 2071; inhibition, % at 10 µM; actives 0.61% (n = 280,000); S. cerevisiae NALP1/ASC/caspase-1 growth, X-gal OD620, 72 h; in the data active = inhibition mostly above about 24%, no sharp cut-off; inactive = mostly below about 32%; note: some compounds called inactive have numbers as strong as hits
MEKK2 mut-MEK5 – signal of MEK5 binding to mutant human MEKK2 PB1 domain | bead flow cytometry, Alexa488-MEK5 binding to MEKK2 mutant | percent response, % at 10 µM | actives 0.35% (n = 290,000); in the data active = percent response above about 24%, passing the limit was not always enough; note: inactives centre near 1; some results filed as inactive read as strong as hits; reference of the scale not given here
M18AAP inhibitor – blocks P. falciparum M18 aspartyl aminopeptidase. inhibition, % at 7.35 µM. AID 1822. actives 1.2% (n = 290,000). recombinant PfM18AAP, H-Glu-NHMec fluorogenic cleavage;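 active = inhibition above the campaign mean inhibition over all tested compounds plus 3 SD, cut at about 28% in these data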;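 note: 0% = plate median of test compound wells and 100% = 2 mM ZnCl2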
MEKK2wt PB1 HTS – raises or lowers MEK5 binding to wildtype human MEKK2 PB1 domain; actives 1.1% (n = 290,000); AID 1531; Q9Y2U5; bead flow cytometry, Alexa488-MEK5 binding to MEKK2 WT; actives lie on both sides; binding response (% of control), % at 10 µM; in the data active = binding response below about 67% or above about 130%
PHOSPHO1 block – inhibitors of human PHOSPHO1 phosphatase | Q8TCT1 | recombinant PHOSPHO1, absorbance phosphatase assay | inhibition, % at 13.3 µM | actives 1.1% (n = 290,000); in the data active = inhibition above about 60%
Target sequence (Q8TCT1 whole entry, looked up): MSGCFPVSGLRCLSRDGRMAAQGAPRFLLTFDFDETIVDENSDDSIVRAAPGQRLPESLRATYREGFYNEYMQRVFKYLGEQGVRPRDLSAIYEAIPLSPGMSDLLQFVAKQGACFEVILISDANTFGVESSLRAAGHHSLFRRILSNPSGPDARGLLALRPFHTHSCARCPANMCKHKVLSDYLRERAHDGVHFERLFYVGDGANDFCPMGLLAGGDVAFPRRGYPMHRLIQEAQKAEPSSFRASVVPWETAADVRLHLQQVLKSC
OXTR ag – human OXTR agonism | activation, % at 3 µM | CHO-OTR cells, Fluo-8 calcium fluorescence; normalized: DMSO 0%, oxytocin 100% | AID 2435 | actives 0.32% (n = 320,000) | P30559;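 active = activation above the mean of all tested compounds plus 3 SD, cutoff set per screening run, cut at about 20% in these data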;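 note: peak over basal fluorescence ratio from a 100 s FLIPR kinetic read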
Target sequence (P30559 whole entry, looked up): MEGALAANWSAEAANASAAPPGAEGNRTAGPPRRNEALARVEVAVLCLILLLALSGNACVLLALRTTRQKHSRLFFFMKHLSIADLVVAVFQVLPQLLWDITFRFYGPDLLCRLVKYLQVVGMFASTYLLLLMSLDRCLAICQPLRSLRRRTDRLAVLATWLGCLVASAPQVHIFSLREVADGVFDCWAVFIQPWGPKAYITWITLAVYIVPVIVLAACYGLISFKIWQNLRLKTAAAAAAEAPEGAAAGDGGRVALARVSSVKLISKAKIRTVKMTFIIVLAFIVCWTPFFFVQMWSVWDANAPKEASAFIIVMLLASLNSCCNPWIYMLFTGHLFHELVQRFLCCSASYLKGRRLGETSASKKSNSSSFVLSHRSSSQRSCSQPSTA
FID counter – counter-screen for HCV NS3 helicase inhibitors: DNA intercalator displacement; DNA fluorescent intercalator displacement, fluorescence; inhibition, % at 7.9 µM; actives 0.17% (n = 290,000); AID 1845; in the data active = inhibition above about 37%;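 note: 0% = vehicle and 100% = reference compound; higher means more ethidium bromide displaced from hairpin DNA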
MEKK3 PB1 HTS – raises or lowers MEK5 binding to the human MEKK3 PB1 domain. Q99759. bead-based flow cytometry, Alexa488-MEK5 binding to MEKK3; actives lie on both sides; 0 = blocked by unlabeled MEK5, 100 = vehicle. binding response (% of control), % at 10 µM. actives 1.4% (n = 290,000);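 active = binding response more than 3 SD above or below the average of its plate-row segment, actives on both sides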;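 note: Alexa488 bead fluorescence after subtracting the streptavidin-only scavenger bead signal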
The depositor's hits bear a star; . = not tested or not shown.

1) COc1ccc(/C(O)=C2/C(=O)C(=O)N(c3ncccn3)C2c2ccc(F)cc2)cc1 (configuration not stated)
2) COC(=O)c1cc(NC(=O)Cc2ccc(OC)c(OC)c2)cc(C(=O)OC)c1
3) COc1cccc(CN2C[C@]34C=C[C@@H](C[C@@H]3S2(=O)=O)O4)c1
4) O=C(CSc1ncccn1)NCCc1ccccc1
5) COc1ccc(S(=O)(=O)Nc2ccc3cn[nH]c3c2)cc1C
6) Cc1cc(C(F)F)nn1CC(=O)NCc1ccc(Cl)cc1Cl
entry no.	1	2	3	4	5	6
GPR7 antagonist	-8	-3	.	-11	-8	1
NALP1 inh	11	21	11	7	0	-60
MEKK2 mut-MEK5	5	8	3	5	-7	-2
M18AAP inhibitor	-3	-2	.	-2	-7	5
MEKK2wt PB1 HTS	103	114	90	98	92	97
PHOSPHO1 block	20	24	-5	13	16	24
OXTR ag	-1.1	-0.7	-0.1	0.0	5.7	0.9
FID counter	-30	-16	.	0	-2	-2
MEKK3 PB1 HTS	100	110	90	102	97	111

7) C#CCNC(=O)C1=C[C@H](c2ccc3c(c2)OCO3)C[C@H](OCCCCO)O1
8) O=C(NCCCN1CCOCC1)c1ccccc1N1C(=O)[C@@H]2Cc3c([nH]c4ccccc34)C(c3ccc(F)cc3)N2C1=O (some centres not stated)
9) CCCC1=NN2C(=N)/C(=C\c3ccc(OCCOc4ccc(NC(C)=O)cc4)c(OC)c3)C(=O)N=C2S1
10) O=C(CNC(=O)c1cccs1)OCc1ccc(Cl)cc1
11) O=C1N(c2ccccc2)C(c2ccc(Cl)cc2)N2CCCN12 (configuration not stated)
12) Cc1ccc2c(C)nc(Nc3ncc4c(n3)CCCC4=O)nc2c1
entry no.	7	8	9	10	11	12
GPR7 antagonist	.	-6	3	-7	2	-13
NALP1 inh	.	7	12	-2	20	.
MEKK2 mut-MEK5	-1	8	12	1	2	-1
M18AAP inhibitor	.	6	-7	3	-10	3
MEKK2wt PB1 HTS	104	110	107	101	91	96
PHOSPHO1 block	.	29	23	49	7	.
OXTR ag	-0.1	3.1	-0.5	-0.2	-2.1	-0.3
FID counter	.	24	-24	-5	-12	-1
MEKK3 PB1 HTS	102	99	111	99	95	95

13) CC(=O)Nc1cccc(C(=O)/C=C/c2cccs2)c1
14) CCOc1ccccc1NC(=O)Cc1ccccc1OC
15) N#Cc1c(-c2ccc(Cl)cc2)cc(-c2ccccc2)nc1SCC(=O)O
16) CCn1c(SCC(=O)Nc2ccc(F)cc2F)nc2c(c1=O)SCC2
17) CCOC(=O)c1ccc(NC(=O)C2CCC(CNc3c(N4CCOCC4)c(=O)c3=O)CC2)cc1 (configuration not stated)
18) Cc1nc2c(C(=O)NCCC3=CCCCC3)c[nH]n2c(=O)c1Cl
entry no.	13	14	15	16	17	18
GPR7 antagonist	-11	8	9	5	2	-5
NALP1 inh	26	17	5	18	.	8
MEKK2 mut-MEK5	0	3	6	3	-21	1
M18AAP inhibitor	5	1	-2	5	-7	1
MEKK2wt PB1 HTS	107	104	95	107	95	96
PHOSPHO1 block	9	-14	9	4	13	82*
OXTR ag	-0.2	-1.8	-0.8	-0.7	-1.1	-1.1
FID counter	-10	-16	-4	-16	-35	-19
MEKK3 PB1 HTS	104	104	100	107	89	97

19) CCOC(=O)Cn1c(=O)oc2cc(S(=O)(=O)N(CCN(C)C)Cc3ccccc3)ccc21
20) Cc1cc(C)n2nnnc2c1C#N
21) CCOC(=O)C(NCc1ccc2c(c1)OCO2)(NC(=O)c1ccccc1)C(F)(F)F (configuration not stated)
22) Cc1cc(C)c2sc(N(CCCN(C)C)C(=O)c3ccc(Br)s3)nc2c1
23) Cn1nc(-c2ccccc2)c(CN2CCN(c3ncccn3)CC2)c1Cl
24) CCN(CC)S(=O)(=O)c1ccc(N2CCN(CCOc3ccc(OC)cc3)CC2)nc1
entry no.	19	20	21	22	23	24
GPR7 antagonist	-6	-4	0	6	-15	-6
NALP1 inh	15	27	-4	4	-6	6
MEKK2 mut-MEK5	9	7	7	28	5	-3
M18AAP inhibitor	6	-4	2	-3	4	-4
MEKK2wt PB1 HTS	107	114	110	189*	110	104
PHOSPHO1 block	-9	35	33	23	-6	-2
OXTR ag	0.3	0.5	-1.7	8.7	-0.6	5.7
FID counter	13	-2	-3	14	-19	-13
MEKK3 PB1 HTS	106	114	105	114	105	99

25) O=C(Nc1ccc(-n2cnnn2)cc1)C1CCCCC1
26) COc1ccc(-c2nc(C#N)c(N3CCN(c4cccc(Cl)c4)CC3)o2)cc1OC
27) [N-]=C=C1C(=O)NC(=O)C([n+]2ccc(-c3ccncc3)cc2)C1c1ccccc1C(F)(F)F (configuration not stated)
28) CCOc1ccccc1NCc1cc(=O)oc2cc(C)c(O)cc12
29) CCOc1ccc(N(CC(=O)OC)S(=O)(=O)c2c(C)noc2C)cc1
30) CCC(CC)NC(=O)CO/N=C/c1ccccc1OC(F)F
entry no.	25	26	27	28	29	30
GPR7 antagonist	-2	.	4	30	-3	5
NALP1 inh	5	11	.	3	1	33
MEKK2 mut-MEK5	5	1	-6	7	2	-2
M18AAP inhibitor	-38	.	-7	-1	-4	-11
MEKK2wt PB1 HTS	101	95	97	107	106	96
PHOSPHO1 block	1	10	27	14	-13	-2
OXTR ag	0.9	-0.6	0.3	.	-1.2	0.0
FID counter	-9	.	4	3	-11	-18
MEKK3 PB1 HTS	102	99	101	104	102	96

31) Cc1ccc(CNCc2ccc3c(c2)OCO3)c(C)c1
32) CCc1ccc(/C=N/Nc2ncnc3nc[nH]c23)cc1
33) CCOC(=O)c1sc(NC(=O)C(C)Sc2nc(N)cc(=O)[nH]2)nc1C (configuration not stated)
34) CCC(C)(C(=O)NC1CCCCC1)N(C(=O)CNC(=O)c1ccccc1)c1c(C)n(C)n(-c2ccccc2)c1=O (configuration not stated)
35) Cn1cc(Cl)c(C(=O)OCC(=O)Nc2nc(-c3ccc(Br)cc3)cs2)n1
36) CCCCN(C)CCCNC(=O)CN1C(=O)CSc2ccc(S(=O)(=O)N3CCOCC3)cc21
entry no.	31	32	33	34	35	36
GPR7 antagonist	-4	-22	-8	-1	-5	-12
NALP1 inh	17	.	-1	1	14	13
MEKK2 mut-MEK5	3	27	0	-2	-6	-1
M18AAP inhibitor	-11	1	5	-1	3	2
MEKK2wt PB1 HTS	109	124	109	100	89	106
PHOSPHO1 block	34	32	0	18	6	2
OXTR ag	2.3	-0.4	0.6	0.0	-0.2	-0.1
FID counter	2	-11	2	-16	0	10
MEKK3 PB1 HTS	105	127	109	102	113	104

37) c1cc2c(cc1C1CCCN1)OCCCO2 (configuration not stated)
38) COc1ccccc1C(=O)NCC(=O)NC1CCCc2ccccc21 (configuration not stated)
39) COc1ccccc1NC(=O)NC1CCS(=O)(=O)C1 (configuration not stated)
40) Clc1ccc(-c2nc(NCCCN3CCOCC3)c3ccccc3n2)cc1
41) Cc1ccc2oc(=O)c3cnn(CC(=O)N4CCN(c5ccccc5)CC4)c3c2c1
42) COc1ccccc1C(=O)Nc1ccc(S(=O)(=O)N2CCCCC2)cc1
entry no.	37	38	39	40	41	42
GPR7 antagonist	-8	-5	-16	18	-12	4
NALP1 inh	24	0	10	2	3	8
MEKK2 mut-MEK5	3	1	7	5	2	-5
M18AAP inhibitor	20	-1	1	-1	-6	1
MEKK2wt PB1 HTS	111	103	103	126	98	95
PHOSPHO1 block	-18	32	28	24	-9	-7
OXTR ag	1.4	0.3	0.6	7.4	-1.3	3.2
FID counter	-2	-12	-4	48*	1	-26
MEKK3 PB1 HTS	106	102	102	103	97	101

43) CCc1ccc(NC(=O)[C@H](C)NC(=O)C2CCN(C(=O)[C@@H](N)Cc3ccccc3)CC2)cc1
44) Cc1ccc(C(=O)NCc2ccccn2)cc1Cl
45) CCOCCCNC(=O)CCNC(=O)c1cc(OC)c(OC)c(OC)c1
46) COC(=O)c1c(NC(=S)Nc2ccc(CC(=O)O)cc2)sc(C)c1C
47) S=C(NCCc1ccc(Cl)cc1)NC1CCCCC1
48) O=C(O)/C(=C\c1ccc(Br)cc1)NC(=O)c1cccs1
entry no.	43	44	45	46	47	48
GPR7 antagonist	-10	-1	-10	0	1	-2
NALP1 inh	12	-5	2	14	15	-3
MEKK2 mut-MEK5	4	-8	5	0	3	8
M18AAP inhibitor	3	0	-1	24	4	4
MEKK2wt PB1 HTS	102	92	107	103	105	104
PHOSPHO1 block	18	60*	-12	10	29	44
OXTR ag	0.3	-0.8	-0.3	0.8	0.9	0.8
FID counter	6	-1	1	-29	-12	-10
MEKK3 PB1 HTS	103	96	102	101	102	104

49) COC(=O)[C@H](C)NC(=O)NCCC1=CCCCC1
50) O=C(NCCc1nc2ccccc2[nH]1)c1ccc(Br)o1
51) COc1cccc(C(O)c2cnc(C(C)C)n2C)c1 (configuration not stated)
52) CC1CC(C)CN(C(=O)C(C)N(C)CC(=O)Nc2ccccc2Cl)C1 (configuration not stated)
53) COc1ccc(CN(C(=O)CSc2nnc(-c3ccc(OC)c(OC)c3)o2)c2ccc(F)cc2)cc1
54) O=C(Nc1sc2c(c1C(=O)O)CCCCC2)c1cccs1
entry no.	49	50	51	52	53	54
GPR7 antagonist	-14	1	-12	11	-6	1
NALP1 inh	-2	8	-14	10	-28	2
MEKK2 mut-MEK5	6	-3	15	-11	3	2
M18AAP inhibitor	0	1	1	6	5	0
MEKK2wt PB1 HTS	103	99	103	89	102	98
PHOSPHO1 block	-10	35	4	-8	6	-147
OXTR ag	-1.0	1.2	1.1	1.0	-0.7	-2.1
FID counter	-1	-6	-3	-29	-3	-20
MEKK3 PB1 HTS	101	98	110	103	105	104

55) CCC(=O)Nc1ccc(-c2cc3ccccc3oc2=O)cc1
56) NC(=O)CC(NC(=O)c1ccc(Br)cc1)c1ccc(NC2CCCCCC2)c([N+](=O)[O-])c1 (configuration not stated)
57) COc1cccc(/C=N/NC(=O)CCn2nnc3ccccc32)c1
58) COc1ccccc1N1CCN(CC(=O)Nc2c(C)n(C)n(-c3ccccc3)c2=O)CC1
59) CN(Cc1ccccc1)C(=O)c1ccc(NC2=NC3CS(=O)(=O)CC3S2)cc1 (configuration not stated)
60) CC(=O)Nc1ccc(S(=O)(=O)NCCc2cn3nc(C)c(C)nc3n2)cc1
entry no.	55	56	57	58	59	60
GPR7 antagonist	0	-3	-2	-12	-13	-11
NALP1 inh	-5	37	25	42	9	9
MEKK2 mut-MEK5	-6	-5	24	-3	-7	2
M18AAP inhibitor	-2	-2	5	1	-2	0
MEKK2wt PB1 HTS	93	92	135	94	95	108
PHOSPHO1 block	41	5	-12	19	12	32
OXTR ag	0.4	-0.2	-0.5	0.4	-0.5	0.0
FID counter	-4	-15	-7	-12	-12	-3
MEKK3 PB1 HTS	94	101	106	99	100	97

Given with values under each structure: 8 of the compounds above
Each structure is followed by: GPR7 antagonist	NALP1 inh	MEKK2 mut-MEK5	M18AAP inhibitor	MEKK2wt PB1 HTS	PHOSPHO1 block	OXTR ag	FID counter	MEKK3 PB1 HTS
36	CCCCN(C)CCCNC(=O)CN1C(=O)CSc2ccc(S(=O)(=O)N3CCOCC3)cc21
 : -12	13	-1	2	106	2	-0.1	10	104
37	c1cc2c(cc1C1CCCN1)OCCCO2 (configuration not stated)
 : -8	24	3	20	111	-18	1.4	-2	106
38	COc1ccccc1C(=O)NCC(=O)NC1CCCc2ccccc21 (configuration not stated)
 : -5	0	1	-1	103	32	0.3	-12	102
39	COc1ccccc1NC(=O)NC1CCS(=O)(=O)C1 (configuration not stated)
 : -16	10	7	1	103	28	0.6	-4	102
40	Clc1ccc(-c2nc(NCCCN3CCOCC3)c3ccccc3n2)cc1
 : 18	2	5	-1	126	24	7.4	48*	103
41	Cc1ccc2oc(=O)c3cnn(CC(=O)N4CCN(c5ccccc5)CC4)c3c2c1
 : -12	3	2	-6	98	-9	-1.3	1	97
42	COc1ccccc1C(=O)Nc1ccc(S(=O)(=O)N2CCCCC2)cc1
 : 4	8	-5	1	95	-7	3.2	-26	101
43	CCc1ccc(NC(=O)[C@H](C)NC(=O)C2CCN(C(=O)[C@@H](N)Cc3ccccc3)CC2)cc1
 : -10	12	4	3	102	18	0.3	6	103
